Source: PubChem (Sanford-Burnham Center for Chemical Genomics)
mouse IAP activators – activators of mouse IAP, confirmation, biochemical, luminescence, single concentration (AID 434970). intestinal alkaline phosphatase [Mus musculus]. hit rate 2.9% among 11,000. activity change, negative = activation, % at 10 µM. purified mouse IAP, CDP-Star luminescence, 30 min; stronger effect = lower value; in the data active = activity change below about -85%;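 also: percent relative to enzyme plus DMSO wells and wells without enzyme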
mouse IAP activators Fold change – further read-out of mouse IAP activators, marked with its call; activation factor; measured here: IAP activation factor; stronger effect = higher value;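 fold luminescence change scaled to plate control wells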
Starred values were filed as active, the others as inactive. Some of the compounds tested; rates above refer to the full screens.

SMILES | mouse IAP activators | mouse IAP activators Fold change
CCC(C)(C)NC(=O)C(c1ccco1)N(C(=O)CNC(=O)c1cccs1)c1cccnc1 (stereo not given) | 6.2 | 0.938
Cc1ccc(CC2SC(=O)NC2=O)cc1Cl (stereo not given) | 9.9 | 0.901
COC(=O)c1oc2ccc(Cl)cc2c1-n1cccc1 | 6.7 | 0.933
COc1ccc(C2CC(c3ccccc3)n3nnnc3N2)cc1 (stereo not given) | -14.9 | 1.15
CCCNC(=O)c1ccc(SC)cc1OC | 8.0 | 0.92
Cc1c(/C=N/NC(=O)c2sc3ccccc3c2Cl)cnn1C | 1.2 | 0.988
COC(=O)CC(NC(=O)c1ccc(C)cc1)c1ccc2c(c1)OCO2 (stereo not given) | -4.0 | 1.04
O=C(c1ccc(Br)cc1)N1CCCC1 | 2.1 | 0.979
CCOc1ccc(Nc2nc(Cc3nnc(SCC(=O)N(CC)CC)n3C)cs2)cc1 | 4.9 | 0.951
COc1ccc(N2CCN(c3nc(NCCO)nc(N4CCOCC4)n3)CC2)cc1 | 7.2 | 0.927
O=C(N/N=C/c1cc(Cl)cc([N+](=O)[O-])c1O)c1ccccc1NS(=O)(=O)c1cccs1 | 43.6 | 0.564
COc1ccc2[nH]c3c(c2c1)CCN1C(=O)C(CC(=O)NCCc2ccccn2)C[C@H](C(=O)N(C(C)C)C(C)C)[C@@]31C (stereo not given in full) | -17.8 | 1.18
O=C(CCNC(=O)OCC1c2ccccc2-c2ccccc21)NOCc1ccccc1 | 2.7 | 0.973
CC(C)[C@H]1COCCS(=O)(=O)N1Cc1ccccc1-c1cccc2c1oc1ccccc12 | 7.3 | 0.927
Cc1cccc(OCC(=O)Nc2ccc(N3CCN(S(C)(=O)=O)CC3)cc2)c1 | 0.2 | 0.998
O=C(NCC(=O)N(Cc1cccs1)C(C(=O)NC1CCCCC1)c1ccco1)c1cccs1 (stereo not given) | -4.2 | 1.04
O=C(CSc1nnc2c(n1)[nH]c1ccc(F)cc12)OCc1ccccc1 | 22.4 | 0.775
CCCCn1nnnc1SCC(=O)NCc1ccco1 | -7.3 | 1.07
COc1ccccc1NS(=O)(=O)c1cccc(C(=O)N/N=C(\C)c2ccc(-n3ccnc3)cc2)c1 | 3.0 | 0.97
COC(=O)C1=C(C)NC(=O)NC1c1cc(Cl)ccc1OC (stereo not given) | -8.4 | 1.08
Cc1cnc(NC(=O)COc2ccccc2)s1 | -10.8 | 1.11
COc1ccc(NC(=O)NCc2ccncc2)cc1 | -0.8 | 1.01
CCN(CC)C(=O)[C@H]1C[C@H](CC(=O)NCc2cccc(C(F)(F)F)c2)C(=O)N2CCc3c([nH]c4cc(-c5ccco5)ccc34)[C@]12C | -21.6 | 1.22
Cc1cc(NS(=O)(=O)c2ccc(NC(=O)CCCOc3ccccc3)cc2)no1 | -8.1 | 1.08
CCCCCNC(=O)c1c[nH]c2ccc(S(=O)(=O)N3CCC4(CC3)OCCO4)cc2c1=O | -18.2 | 1.18
O=c1[nH]n(-c2cccc3cccnc23)c(=O)c2ccccc12 | 0.3 | 0.996
Cc1ccc(S(=O)(=O)NCCNC(=O)CN2CCCC2)cc1 | -1.0 | 1.01
COc1ccc(C(=O)Nc2cccc(C(C)=O)c2)c(OC)c1OC | 5.0 | 0.951
COc1cccc(-n2c(C)n[nH]c2=O)c1 | 5.4 | 0.946
N#Cc1ccc(Cn2c(=O)c(C#N)c3n(c2=O)CCC3)cc1 | 2.8 | 0.972
COc1ccc(OCC(=O)N2CCN(C(=O)c3cccs3)CC2)cc1 | -4.0 | 1.04
CC(=O)NC1CC2CCCC(C1)N2C(=O)Nc1ccc(Cl)c(C(F)(F)F)c1 (stereo not given) | -13.0 | 1.13
CC(C)OC(=O)CSc1n[nH]c(-c2cccnc2)n1 | -7.8 | 1.08
Cc1ccc(CN2C3=NC(=O)CN3c3ccccc32)cc1 | 3.6 | 0.964
COc1ccc(/C=N/N2C(=O)CSC2=S)cc1 | 59.9 | 0.401
COc1ccccc1[C@H]1C(c2ccccc2)=NN(c2ccccc2)[C@@H]1CO | -99.2* | 1.99*
COc1cc(/C=N/NC(N)=S)ccc1OC(=O)c1ccc(C)cc1 | 6.7 | 0.933
CCOC(=O)C1=CN(Cc2cccc(F)c2)S(=O)(=O)NC1c1ccccc1 (stereo not given) | 1.1 | 0.989
CCN(CC)c1cc(C)c2ccccc2n1 | -6.7 | 1.07
O=C(NC1C2CC3CC(C2)CC1C3)C1CC1 (stereo not given) | 7.6 | 0.924
CC(=O)NC1C(=O)N=C(SCc2ccccc2)NC1=O (stereo not given) | -1.9 | 1.02
C=CCOc1ccc2c(OC)c3ccoc3nc2c1OC | -4.5 | 1.05
C=C1c2cccc(OC)c2O[C@H](C(=O)OCC)[C@@H]1CC(CC)CCCC (stereo not given in full) | 4.9 | 0.951
COc1ccc(N2CC(C(=O)NCCC3=CCCCC3)CC2=O)cc1 (stereo not given) | -2.7 | 1.03
CC(=O)Nc1c(C)nn(-c2ccc(C)c(C)c2)c1C | -26.9 | 1.27
Cc1cc(NC(=O)CCCS(=O)(=O)c2nc(-c3cccs3)cc(C(F)(F)F)n2)no1 | 3.6 | 0.964
O=C(COc1nncc2ccccc12)NCCC1=CCCCC1 | -3.0 | 1.03
COc1ccc(OCC(O)CN2C(=O)NC(C)(C)C2=O)cc1 (stereo not given) | -9.5 | 1.1
Cc1cc(C(=O)CN2C(=O)NC3(CCCCC3)C2=O)c(C)n1Cc1ccc2c(c1)OCO2 | 2.6 | 0.974
CC[C@]12c3[nH]c4cc(-c5ccco5)ccc4c3CCN1C(=O)[C@@H](CC(=O)NCc1cccc(C(F)(F)F)c1)C[C@@H]2C(=O)N1CCN(C(=O)c2ccco2)CC1 | 7.0 | 0.929
Cc1ccc(Nc2cc(C)nc(-c3ccccc3O)n2)cc1 | -3.4 | 1.03
O=C(N/C(=C/c1ccc2c(c1)OCO2)C(=O)N1CCOCC1)c1cccs1 | 2.1 | 0.978
O=C(COC(=O)CN1C(=O)C2CC=CCC2C1=O)Nc1cc(C(F)(F)F)ccc1N1CCOCC1 (stereo not given) | 4.0 | 0.96
CCSc1nnc(NC(=O)c2ccc(C)o2)s1 | 13.8 | 0.862
CNC(=O)CSc1nnc(-c2cccs2)o1 | 0.2 | 0.998
S=C(Nc1ccc(Cl)cc1)NC1CC2CCCC(C1)N2C1CC1 (stereo not given) | -44.8 | 1.45
Cn1c(C(=O)N2CCc3ccccc3C2)cc2c(=O)n3ccccc3nc21 | -3.5 | 1.04
Cc1ccc(S(=O)(=O)NOCc2ccccc2)cc1 | -3.0 | 1.03
CCN(Cc1cc2ccccc2[nH]c1=O)S(=O)(=O)c1ccccc1 | -1.9 | 1.02
CCC(=O)OC1(C#CCOc2ccc(OC)cc2)CCN(C)CC1 | 5.9 | 0.941

New compounds follow
SMILES | mouse IAP activators | mouse IAP activators Fold change
CCCCn1c2c(c(=O)n(C)c1=O)C(c1ccc(OC)cc1)N1CCCCCC1=N2 (stereo not given) | 11.9 | 0.881
COc1ccc(CNC(=O)NCc2ccc(OC)c(OC)c2)cc1OC | -9.0 | 1.09
Cc1cc(O)c2c(c1O)C(=O)[C@]13C(=C2O)C(=O)[C@@H]2[C@@H](O)[C@H]1[C@@H]1[C@H](O)[C@H]3C(=O)C3=C(O)c4c(O)cc(C)c(O)c4C(=O)[C@]312 | 41.1 | 0.589
Cc1cccc(N=[N+]([O-])c2cccc(C)n2)n1 | 5.7 | 0.943
COCCCN(C(=O)c1cccnc1SC)c1c(N)n(Cc2ccccc2)c(=O)[nH]c1=O | -3.4 | 1.03
O=S(=O)(Nc1ccc2nc(-c3ccco3)[nH]c2c1)c1ccccc1 | 35.7 | 0.643
CCC(Sc1nccn1C)C(=O)Nc1cccc2ccccc12 (stereo not given) | -3.3 | 1.03
CN(C)/C=C1\C=C(c2ccccc2)OC1=O | 10.4 | 0.895
CCOc1ccc(OCC)c(NC(=O)C2COc3ccccc3O2)c1 (stereo not given) | 0.4 | 0.996

Entries above with an NH in an aromatic ring:
SMILES | mouse IAP activators | mouse IAP activators Fold change
COc1ccc2[nH]c3c(c2c1)CCN1C(=O)C(CC(=O)NCCc2ccccn2)C[C@H](C(=O)N(C(C)C)C(C)C)[C@@]31C (stereo not given in full) | -17.8 | 1.18
O=C(CSc1nnc2c(n1)[nH]c1ccc(F)cc12)OCc1ccccc1 | 22.4 | 0.775
CCN(CC)C(=O)[C@H]1C[C@H](CC(=O)NCc2cccc(C(F)(F)F)c2)C(=O)N2CCc3c([nH]c4cc(-c5ccco5)ccc34)[C@]12C | -21.6 | 1.22
CCCCCNC(=O)c1c[nH]c2ccc(S(=O)(=O)N3CCC4(CC3)OCCO4)cc2c1=O | -18.2 | 1.18
O=c1[nH]n(-c2cccc3cccnc23)c(=O)c2ccccc12 | 0.3 | 0.996
COc1cccc(-n2c(C)n[nH]c2=O)c1 | 5.4 | 0.946
CC(C)OC(=O)CSc1n[nH]c(-c2cccnc2)n1 | -7.8 | 1.08
CC[C@]12c3[nH]c4cc(-c5ccco5)ccc4c3CCN1C(=O)[C@@H](CC(=O)NCc1cccc(C(F)(F)F)c1)C[C@@H]2C(=O)N1CCN(C(=O)c2ccco2)CC1 | 7.0 | 0.929
CCN(Cc1cc2ccccc2[nH]c1=O)S(=O)(=O)c1ccccc1 | -1.9 | 1.02
COCCCN(C(=O)c1cccnc1SC)c1c(N)n(Cc2ccccc2)c(=O)[nH]c1=O | -3.4 | 1.03
O=S(=O)(Nc1ccc2nc(-c3ccco3)[nH]c2c1)c1ccccc1 | 35.7 | 0.643

Record cards, from the list above.
Profile of `CCC(Sc1nccn1C)C(=O)Nc1cccc2ccccc12` (stereo not given) : mouse IAP activators: -3.3; mouse IAP activators Fold change: 1.03
Profile of `COc1ccc(OCC(O)CN2C(=O)NC(C)(C)C2=O)cc1` (stereo not given) : mouse IAP activators: -9.5; mouse IAP activators Fold change: 1.1
